Screens (PubChem)
PolyA inhibitor: polyadenylation inhibitors in yeast reporter cells, primary screen, luminescence, S. cerevisiae; calls only at 12 µM; hit rate 0.02% among 300,000; S. cerevisiae SKY197-pL101 polyadenylation reporter, beta-gal luminescence; efflux-impaired pdr1/pdr3 knockout yeast; score 100 = 6 SD above DMSO;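 active means lowest replicate activity score at least 50, where 100 means six control SD above control mean; inconclusive means lowest score under 50 but half or more replicates reach 50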;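 further: yeast exposed to compound for 9 h at 30 °C; higher score means more reporter readthrough which indicates perturbed polyadenylation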
KCNQ1 pot: potentiators or activators of KCNQ1 channel, primary screen, cell-based, thallium flux, high-throughput | B-score at 10 µM | Potassium voltage-gated channel subfamily KQT member 1 (Homo sapiens), P51787 | AID 2648, 2010 | hit rate 0.35% among 310,000 | CHO-K1 KCNQ1, thallium flux FluxOR fluorescence; stronger effect = higher value;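 active means fluorescence ratio B-score, a plate-corrected score, at least three library SD, with initial intensity B-score within 5 SD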
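Material: CHO-K1 cells stably expressing KCNQ1. Medium: assay buffer for compound exposure, DMSO matched across wells. Reagent: K+/Tl+ depolarizing stimulus. Compound dosing: single-concentration screen. Times: 37 °C overnight plating, 90-min dark dye load, 20-min compound pretreatment. Technique: FluxOR Tl+ flux fluorescence.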
GSK3A inh: blockers of GSK3A enzyme activity – biochemical, luminescence, cell-free homogeneous, HTS, primary screen; Glycogen synthase kinase-3 alpha (Homo sapiens), P49840; GSK-3 alpha kinase, ADP-Glo luminescence, 60 min; inhibition, % at 10 µM; hit rate 0.1% among 320,000;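 in the data active means inhibition above about 50%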;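 further: GST-tagged GSK-3 alpha with peptide substrate and 25 µM ATP; 0% = DMSO neutral wells and 100% = GW8510 positive control wells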
Target sequence (P49840 whole entry, looked up): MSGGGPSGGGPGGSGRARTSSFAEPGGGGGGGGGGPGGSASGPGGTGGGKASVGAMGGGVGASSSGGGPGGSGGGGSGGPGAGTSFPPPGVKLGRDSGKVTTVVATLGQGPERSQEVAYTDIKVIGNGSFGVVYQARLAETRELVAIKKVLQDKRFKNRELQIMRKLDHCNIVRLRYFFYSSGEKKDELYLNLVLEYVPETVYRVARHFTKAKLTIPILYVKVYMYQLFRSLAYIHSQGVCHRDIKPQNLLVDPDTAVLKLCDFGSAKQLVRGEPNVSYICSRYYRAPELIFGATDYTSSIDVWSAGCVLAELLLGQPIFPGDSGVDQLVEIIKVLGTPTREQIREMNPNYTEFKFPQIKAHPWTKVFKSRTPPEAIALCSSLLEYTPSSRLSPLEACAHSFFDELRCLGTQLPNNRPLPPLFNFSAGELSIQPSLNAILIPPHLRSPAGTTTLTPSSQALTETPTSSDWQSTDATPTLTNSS
KCNK3 inh: human KCNK3 channel inhibitors, primary screen, CHO cells, FluxOR thallium flux, B-score; B-score at 10 µM; hit rate 0.84% among 340,000; AID 602410, 2012; Potassium channel subfamily K member 3 (Homo sapiens), O14649; FluxOR fluorescence; stronger effect = lower value;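 active means B-score under library mean minus 4 SD, starting fluorescence ratio at most library mean plus 5 SD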;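 further: more negative B-score means stronger inhibition of thallium flux through KCNK3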
RGS4 pot: RGS4 potentiators or activators, primary screen, cell-based, HEK293 M3R inducible RGS4, calcium flux; carbachol calcium flux Fluo4; stronger effect = lower value; B-score at 10 µM; hit rate 0.92% among 310,000;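 active means B-score of the integrated calcium signal more than 4 SD below the library mean, with starting fluorescence not abnormally high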;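 further: negative B-score means reduced calcium response which marks RGS4 activation or potentiation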
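test system = M3R-expressing HEK293 line, RGS4 induced by doxycycline | probe or stimulus = carbachol at ECmax as muscarinic agonist stimulus | timing = dye loading 30 min 37 °C, buffer rest 30 min RT | signal = calcium dye Fluo4 fluorescence | evaluation = B score from integrated fluorescence ratio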
GSK3beta inhib: human GSK3beta kinase inhibitors, primary screen, biochemical, cell-free homogeneous, HTS; Glycogen synthase kinase-3 beta (Homo sapiens), P49841; AID 2097, 2009; hit rate 0.038% among 300,000; activity score (negative = inhibition), % at 10 µM; GST-GSK3beta kinase, ADP-Glo luminescence, 60 min; stronger effect = lower value;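 active means more than half of replicate wells score below -50%, meaning over 50% inhibition versus plate controls; inconclusive means some replicates but at most half score below -50%; inactive means no replicate scores below -50%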;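 further: 0% = median DMSO wells and -100% = median GW8510 positive control wells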
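Test system: GST-fused GSK3beta enzyme, cell-free | Quantity: 1.6 ng GST-GSK3beta enzyme per well | Reagent: 25 µM ATP with peptide substrate | Schedule: 60 min enzyme reaction, room temperature | Signal: Luminescent ADP-Glo measurement of ADP formed | Read-out basis: Score relative to plate controls | Control set: DMSO and 20 µM GW8510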
KCNK9 inh: KCNK9 potassium channel inhibitors, primary screen, HEK293 cells, thallium flux. Potassium channel subfamily K member 9 (Homo sapiens), Q9NPC2. FluxOR thallium flux fluorescence; stronger effect = lower value. B-score at 10 µM. hit rate 1.2% among 310,000;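 active means ratio B-score over 3 SD below the library mean, with starting fluorescence within 5 SD of its mean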;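 further: negative B-score means less thallium flux so channel inhibition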
Dyrk1A ADPGlo: rat Dyrk1A kinase inhibitors, primary screen, biochemical, single point, plate reader. Dual specificity tyrosine-phosphorylation-regulated kinase 1A (Rattus norvegicus), Q63470. ADP-Glo luminescence, NFATc1 peptide. inhibition, % at 12.5 µM. hit rate 0.43% among 310,000. AID 504441, 2011; in the data active means inhibition above about 50%;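 further: plate controls were vehicle with enzyme for no effect and no enzyme for full effect; many of its hits are not listed in these tables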
hERG protect: hERG rescue from dofetilide block, primary screen, cell-based, CHO-hERG, FluxOR thallium flux, dofetilide IC70; dofetilide IC70 present; AID 1511, 2009; hit rate 0.51% among 310,000; activation (rescue from dofetilide block), less the hit threshold, % at 10 µM; Voltage-gated inwardly rectifying potassium channel KCNH2 (Homo sapiens), Q12809;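 active means activation above the mean of controls blocked by dofetilide plus 5 SD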;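 further: thallium influx through hERG after potassium depolarization seen as dye fluorescence rise; in these data hits start at about 4.7%; inactives centre near -7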
HDAC3 inh: HDAC3 deacetylase inhibitors, primary screen, biochemical, fluorescence, cell-free homogeneous. hit rate 0.15% among 320,000. inhibition, % at 8.3 µM. recombinant HDAC3, fluorogenic peptide/trypsin coupled. Histone deacetylase 3 (Homo sapiens), O15379; in the data active means inhibition above about 26%, passing the limit was not always enough; inconclusive means no clear call, values can overlap the other calls
Target sequence (O15379 whole entry, looked up): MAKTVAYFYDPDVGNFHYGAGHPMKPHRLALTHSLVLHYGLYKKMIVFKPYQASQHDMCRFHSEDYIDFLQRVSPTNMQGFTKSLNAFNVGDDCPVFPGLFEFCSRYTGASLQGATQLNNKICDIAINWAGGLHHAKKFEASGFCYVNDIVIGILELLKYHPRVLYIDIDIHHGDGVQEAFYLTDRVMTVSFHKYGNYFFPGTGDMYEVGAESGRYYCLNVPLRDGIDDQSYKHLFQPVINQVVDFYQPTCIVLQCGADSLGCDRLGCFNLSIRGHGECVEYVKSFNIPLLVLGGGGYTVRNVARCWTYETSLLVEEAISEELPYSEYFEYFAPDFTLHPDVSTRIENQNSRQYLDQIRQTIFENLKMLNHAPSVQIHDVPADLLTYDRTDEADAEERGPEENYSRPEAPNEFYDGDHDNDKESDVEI
KCNQ1 inh: inhibitors of human KCNQ1 channel, primary screen, cell-based, thallium flux, high-throughput; hit rate 1.3% among 310,000; CHO-K1 KCNQ1, FluxOR thallium flux fluorescence; stronger effect = higher value; B-score at 10 µM;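 active means compounds whose thallium flux B-score, printed positive for inhibition, exceeds three library SD while starting fluorescence stays within three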;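 further: channel opened by potassium depolarization with thallium stimulus after 20 min compound exposure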
* marks the source's active call; other numbers are inactive results; i = inactive; u = inconclusive; x = not tested or not shown.

SMILES | PolyA inhibitor | KCNQ1 pot | GSK3A inh | KCNK3 inh | RGS4 pot | GSK3beta inhib | KCNK9 inh | Dyrk1A ADPGlo | hERG protect | HDAC3 inh | KCNQ1 inh
Cc1ccccc1CN1CCN(Cc2ccccc2)CC1 | i | i | -1 | i | i | 0 | i | -25 | -6 | 2 | i
COc1cccc(C(=O)C2CCCN(C3CCOCC3)C2)c1 (centres undefined) | i | i | 3 | i | i | 0 | i | 21 | -9 | -7 | i
CC1=CC(C)C(COC(N)=O)(COC(N)=O)C(C)C1 (centres undefined) | i | i | 0 | i | i | 6 | i | 2 | -11 | 1 | i
c1ccc2c3c(ccc2c1)OCC1CONC31 (centres undefined) | i | i | -1 | x | i | -2 | i | x | -7 | 2 | i
Cc1nn(-c2ccccc2)c2c1CC1(C(=O)N(C)C(=O)N(C)C1=O)C1CCCCN21 (centres undefined) | i | i | 2 | i | i | -1 | i | 3 | -4 | -4 | i
COc1cc2c3c(c1OC)-c1cc(O)ccc1CC3NCC2 (centres undefined) | i | i | 26 | i | i | -8 | i | -3 | -10 | -17 | i
CCCC12CN3CC(CCC)(CN(C1)C3c1ccccn1)C2=O (centres undefined) | i | i | -5 | i | i | 2 | i | -5 | -17 | 4 | i
OC1(c2ccc(F)cc2)CC2CCC(C1)N2Cc1nnnn1C1CCCC1 (centres undefined) | i | i | -1 | i | i | 1 | i | 3 | -1 | -5 | i
CCCC(C)C1(CC)C(=O)NC(=Nc2ccccc2)NC1=O (centres undefined) | i | i | 0 | i | i | 0 | i | -1 | -4 | -1 | i
O=C1CCCC2=C1C(c1cccnc1)Nc1ccccc1N2 (centres undefined) | i | i | -1 | i | i | 0 | i | 0 | -12 | 11 | i
CN(C)CCN(CC1CCCN(Cc2ccccc2F)C1)C(=O)Cc1ccc(F)c(F)c1 (centres undefined) | i | i | -4 | i | i | 3 | i | 4 | -3 | -4 | i
Cc1cc(O)c(CN2CC=C(c3ccccc3)CC2)cc1C(C)C | i | i | 1 | i | i | 1 | i | -1 | -9 | 2 | i
O=C(/C=C/C=C/c1ccccc1)CC1(O)C(=O)Nc2ccccc21 (centres undefined) | i | i | -2 | i | i | 0 | i | -5 | -21 | 6 | i
Nc1ccccc1C(=O)OCC(=O)N1CCc2ccccc21 | i | i | x | i | i | -1 | i | -7 | -3 | x | i
COc1ccc(C(O)c2cc(OC)ccc2OP(=O)(N(C)C)N(C)C)cc1 (centres undefined) | i | i | 0 | i | i | -3 | i | 1 | -4 | 1 | i
O=C(Cc1ccc(N(CCCl)CCCl)cc1)NC(Cc1ccc(Cl)cc1)C(=O)O (centres undefined) | i | i | -1 | i | i | 8 | i | x | -5 | -7 | i
Cc1ccccc1OCCN=Cc1c(O)n(C)c(=O)n(C)c1=O | i | i | 3 | i | i | -6 | i | 5 | -12 | 3 | i
COc1ccc(-n2c(/C=C3/C(=O)Nc4ccccc43)nc3ccccc3c2=O)cc1 | i | i | 1 | i | i | -1 | i | -3 | -2 | u | i
C[C@@H]1CC2(CCCC[N+]2(C)C)C[C@H]1C | i | i | -1 | i | i | -2 | i | -5 | -7 | 6 | i
CNC(=O)c1cccn(Cc2cccc(C(F)(F)F)c2)c1=O | i | i | -2 | i | i | -2 | i | -1 | -4 | -5 | i
CCC(=NCCC(c1ccccc1)c1ccccc1)c1c(O)n(C)c(=O)n(C)c1=O | i | i | 0 | i | i | 0 | i | 2 | -7 | 2 | i
Cc1cc(C)n2c(Br)c(CN3CC4CC(C3)c3cccc(=O)n3C4)nc2n1 (centres undefined) | i | i | -2 | i | i | 2 | i | -5 | 0 | 4 | i
CC(=Nc1c(C)n(C)n(-c2ccccc2)c1=O)c1c(O)n(Cc2ccccc2)c(=O)[nH]c1=O | i | i | -2 | i | i | 1 | i | -7 | -9 | 2 | i
O=C(c1ccco1)c1cn(Cc2ccccc2Cl)c2ccccc12 | i | i | -1 | i | i | -2 | -7.5* | 8 | -6 | -3 | 7*
CCn1c(=O)n(CC)c2cc([N+](=O)[O-])c(N3CCNCC3)cc21 | i | i | 0 | i | i | 2 | i | 0 | -4 | 3 | i

Continued.
SMILES | PolyA inhibitor | KCNQ1 pot | GSK3A inh | KCNK3 inh | RGS4 pot | GSK3beta inhib | KCNK9 inh | Dyrk1A ADPGlo | hERG protect | HDAC3 inh | KCNQ1 inh
C=CCn1c(O)c(/C(C)=N/N2CCCCC2)c(=O)[nH]c1=O | i | i | 8 | i | i | 3 | i | x | -7 | -3 | i
CN1C2CCC1CC(OC(=O)c1ccc(Cl)cc1)C2 (centres undefined) | i | i | -2 | i | i | -2 | i | 10 | -2 | 0 | i
COCc1cc(OC(=O)N(C)C)nc(-c2ccccc2)n1 | i | i | -1 | i | i | 1 | i | x | -6 | 3 | i
COCCCN1CCN(c2nnc3n2-c2sc(Br)cc2C(c2ccccc2Cl)=NC3)CC1 | i | i | 0 | i | i | -4 | i | x | -6 | -1 | i
CC(=O)O[C@@H]1/C=C/[C@](C)(O)C[C@@H](C)C/C=C/[C@H]2[C@H](O)C(C)=C(C)[C@H]3[C@H](Cc4ccccc4)NC(=O)[C@@]123 | i | i | -1 | x | i | 3 | i | x | -2 | 4 | i
COc1ccc(-c2nc3ccccc3c(=O)n2-c2cccnc2)cc1 | i | i | 0 | i | i | 0 | i | -1 | -10 | 2 | i
CCn1cc(CN2CCCC(C(=O)c3cccc(OC)c3)C2)c(C)n1 (centres undefined) | i | i | -2 | i | i | 2 | i | -1 | -9 | 2 | i
CCCNS(=O)(=O)c1ccc(OCC(=O)N2CCN(Cc3ccccc3)CC2)cc1 | i | i | 0 | i | i | -12 | i | 5 | 2 | -4 | i
C[C@]12CCC(=O)C=C1CC[C@@H]1[C@@H]2C(=O)C[C@]2(C)C(=O)CC[C@@H]12 | i | i | 1 | i | i | -2 | i | -9 | -5 | 0 | i
O=C(O)CP(=O)(O)c1ccc(Cl)cc1 | i | i | -4 | i | i | 1 | i | -4 | -5 | -5 | i
CCOC(C[n+]1c(-c2ccccc2)cc(C)cc1-c1ccccc1)OCC | i | i | 1 | i | i | -3 | i | 3 | -8 | -1 | i
Cc1ccc(S(=O)(=O)NCCC(=O)Nc2ccc(Cl)cc2C(=O)c2ccccc2)cc1 | i | i | -1 | i | i | -1 | i | -3 | -17 | 2 | i
C=CCOC(=O)C1=C(C)OC(N)=C(C#N)C12C(=O)N(CN1CCOCC1)c1ccccc12 (centres undefined) | i | i | -1 | i | i | 0 | i | -2 | 1 | 0 | i
CCN(CC)Cc1c[nH]c2ccccc12 | x | i | 5 | i | i | -9 | i | -1 | -7 | 1 | i
COc1cc(OC)c(OC)cc1CNCCc1ccc(OC)c(OC)c1 | i | i | -3 | i | i | 0 | i | -1 | -9 | 1 | i
Cc1ccc(N2Cc3ccccc3C2=N)cc1[N+](=O)[O-] | i | i | -3 | i | i | 2 | i | -3 | -6 | 2 | i
Nc1cc(N2CCNCC2)c([N+](=O)[O-])cc1Cl | i | i | 0 | i | i | 0 | i | 7 | -12 | 5 | i
Cc1ccc2cc(C=C(C#N)C#N)c(Cl)nc2c1 | i | i | -2 | i | i | -5 | i | 3 | -6 | 1 | i
CC(=NCCN1CCOCC1)c1c(O)n(-c2ccccc2C)c(=O)[nH]c1=O | i | i | 0 | i | i | -4 | i | -1 | -7 | 0 | i
COc1ccc(N2C(=O)/C(=C/c3ccc(C)o3)C(=O)NC2=S)c(OC)c1 | i | i | -4 | i | i | -1 | i | 11 | -10 | 3 | i
Cc1ccc(Oc2cc(NN3CCCCC3)c([N+](=O)[O-])cc2[N+](=O)[O-])c([N+](=O)[O-])c1 | i | i | -4 | i | i | 1 | i | -7 | -15 | -3 | i
CC1CCC(NCCc2ccc3c(c2)OCO3)CC1 (centres undefined) | i | i | 15 | i | -7* | 1 | i | x | -5 | 4 | i
CC(=O)Nc1ccccc1C(=O)OCc1ccccc1F | i | i | -1 | i | i | -3 | i | x | -8 | 0 | i
CC(=O)N(C)CC#CCN1CCC(O)CC1 | i | i | -3 | i | i | -1 | i | x | 4 | -12 | i
Cc1ccc(-c2cc(C(=O)N3CCC4(CC3)OCCO4)no2)cc1 | i | i | -2 | i | i | 1 | i | x | -12 | 1 | i
CC1(C)CC(=O)c2cc(OCC(=O)N3CCN(Cc4ccccc4)CC3)ccc2O1 | i | i | -2 | i | i | -1 | i | -6 | -15 | -15 | i
CCOc1cc2c(cc1OCC)-n1cccc1C(c1ccc(OC)cc1)NC2 (centres undefined) | i | i | 5 | i | i | -2 | i | -3 | -5 | 3 | i
CCN(CC)S(=O)(=O)c1ccc(N=Cc2c(O)n(-c3ccccc3)c(=O)[nH]c2=O)cc1 | i | i | 1 | i | i | 2 | i | 9 | -4 | 2 | i
CCOC(=O)C(O)(c1ccc(NC(=S)NC(=O)c2ccc(Cl)cc2Cl)cc1)C(F)(F)F (centres undefined) | i | i | -1 | i | i | 1 | i | -3 | -6 | 17 | i
C=CCn1c(O)c(C(CC)=NCc2ccc3c(c2)OCO3)c(=O)[nH]c1=O | i | i | 1 | i | i | 0 | i | x | -2 | 1 | i

Only part of the results is shown; count on the stated rates, not on these rows.
